Bioassay records deposited in PubChem BioAssay by Broad Institute.
SR-BI uptake up: enhances SR-BI lipid uptake from DiI-HDL. CHO ldlA[mSR-BI] cells, DiI-HDL uptake fluorescence, 3 h; 100 = double the neutral-control signal. activation, % at 12.5 µM. 320,000 tested, 0.096% active. AID 504775;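 active = mean replicate activation of at least 60% and every replicate at or above 60%; inconclusive = mean or all-replicate condition met, but not both; inactive = mean below 60% and not all replicates reaching 60%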;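 also: 0% = median plate neutral-control signal and 100% = twice that signal; values of inactives mirror those of a sister screen read the other way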
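Material: SR-BI-overexpressing, LDLR-lacking CHO cells; schedule: compound exposure 3 h, 37 °C; reagent: DiI-labelled HDL at 10 µg/mL final; technique: bottom-read fluorescence, 550/595 nm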
NSD2 inh: NSD2 (human) methyltransferase inhibition. AID 743445. inhibition, % at 12.5 µM. 310,000 tested, 0.54% active. O96028. NSD2 peptide methylation, AlphaScreen, 120 min; in the data active = inhibition above about 50%
SR-BI DiI inh: mouse SR-BI HDL lipid transfer inhibition. 320,000 tested, 0.96% active. ldlA[mSR-BI] CHO cells, DiI-HDL uptake fluorescence, 3 h. inhibition, % at 12.5 µM. Q61009. AID 488896;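 active = mean replicate inhibition of at least 70% and a set share of replicates each scoring 70 or more; inconclusive = meets just one of the two criteria; inactive = fails both criteria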;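 also: 0% = median of neutral control wells and 100% = median of positive control wells; values of inactives mirror those of a sister screen read the other way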
Target sequence (Q61009 whole entry, looked up): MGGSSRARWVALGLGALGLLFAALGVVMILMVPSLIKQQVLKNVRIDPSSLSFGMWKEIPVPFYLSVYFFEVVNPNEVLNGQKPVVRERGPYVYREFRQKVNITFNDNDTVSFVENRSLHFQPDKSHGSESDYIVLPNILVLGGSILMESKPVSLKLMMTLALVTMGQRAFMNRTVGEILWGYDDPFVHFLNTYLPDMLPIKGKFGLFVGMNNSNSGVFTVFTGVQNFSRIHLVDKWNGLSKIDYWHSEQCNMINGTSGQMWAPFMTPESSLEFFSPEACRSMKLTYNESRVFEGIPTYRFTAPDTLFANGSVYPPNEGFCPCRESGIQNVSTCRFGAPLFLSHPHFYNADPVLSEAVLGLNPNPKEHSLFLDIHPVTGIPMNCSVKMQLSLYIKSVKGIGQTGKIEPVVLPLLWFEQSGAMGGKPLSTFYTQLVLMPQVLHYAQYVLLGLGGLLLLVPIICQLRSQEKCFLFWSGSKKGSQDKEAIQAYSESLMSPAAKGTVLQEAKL
CAL PDZ FP-1: blocks peptide binding to the human CAL PDZ domain | inhibition, % at 24.9 µM | AID 602252 | Q9HD26 | 300,000 tested, 0.92% active | purified CAL PDZ, TMR-peptide fluorescence polarization, 1 h;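 active = mean inhibition of at least 30% with at least half of replicates also reaching 30%; inconclusive = no clear call, values can overlap the other calls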;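 also: 0% = DMSO neutral control and 100% = excess unlabeled competitor peptide PRC23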
MITF act: MITF TRPM1 promoter activation in melanoma cells. SK-MEL-5 TRPM1-promoter luciferase, 24 h; % of positive control, neutral wells = 0. activation, % at 12.5 µM. 300,000 tested, 0.75% active. AID 588334;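 active = mean activation of at least 80% with every replicate also reaching 80%; inconclusive = mean reaches 80% but some replicate falls short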;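 also: 0% = neutral control wells and 100% = parthenolide positive control wells; values of inactives mirror those of a sister screen read the other way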
CAL PDZ FP-2: blocks peptide binding to human CAL PDZ domain; Q9HD26; purified CAL PDZ, TMR-peptide fluorescence polarization, 1 h; inhibition, % at 20 µM; 330,000 tested, 0.02% active; AID 504414;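 active = highest replicate inhibition of at least 40%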;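 also: plate controls were DMSO neutral control wells for no effect and unlabeled competitor peptide control wells for full effect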
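System: purified tagged CAL PDZ domain construct (CerCALP). Schedule: 1 h incubation at room temperature before polarization reading. Medium: 25 mM sodium phosphate pH 7.4, 150 mM NaCl, TCEP, IgG, Thesit. Read-out: percent inhibition from loss of millipolarization. Measured by: FP readout, S and P plane fluorescence. Probe or stimulus: fluorescent TMR peptide probe.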
dFosB activator: enhances mouse delta FosB homodimer DNA binding. P13346. purified delta FosB, TAMRA-CDK5 oligo fluorescence polarization; percent of positive-control signal above neutral wells. activation, % at 25 µM. 340,000 tested, 0.99% active. AID 493131;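 active = mean activation above about 17%, with every replicate also reaching it, limit read from the data, passing the limit was not always enough; inconclusive = only one of the two conditions met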;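 also: fluorescence polarization rise as delta FosB binds a TAMRA Cdk5 AP-1 oligo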
Target sequence (P13346 whole entry, looked up): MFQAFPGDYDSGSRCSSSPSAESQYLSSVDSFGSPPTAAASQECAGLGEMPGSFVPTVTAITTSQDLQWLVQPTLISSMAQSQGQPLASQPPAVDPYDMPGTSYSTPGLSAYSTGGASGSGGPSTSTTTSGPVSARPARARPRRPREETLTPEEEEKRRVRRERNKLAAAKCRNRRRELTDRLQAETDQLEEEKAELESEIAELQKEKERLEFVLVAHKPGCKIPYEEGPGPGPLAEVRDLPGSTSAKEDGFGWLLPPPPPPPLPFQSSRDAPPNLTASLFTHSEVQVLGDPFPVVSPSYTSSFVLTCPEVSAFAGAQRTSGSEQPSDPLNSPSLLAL
Rtt109 Vps75: blocks Candida albicans Rtt109/Vps75 acetyltransferase activity; Q5AAJ8; purified Rtt109/Vps75, ThioGlo CoA-SH fluorescence, 4 h; inhibition, % at 34.9 µM; 330,000 tested, 0.16% active; AID 540336;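 active = inhibition of at least 50% in every replicate; inconclusive = best replicate reaches 50% inhibition but some replicates fall short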
PvdQ acylase: blocks Pseudomonas aeruginosa PvdQ acylase activity; AID 488965; inhibition, % at 10 µM; 340,000 tested, 0.063% active; purified PvdQ acylase, fluorescence plate reader; in the data active = inhibition above about 30%, passing the limit was not always enough; inconclusive = no clear call, values can overlap the other calls;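 also: 0% = vehicle neutral wells and 100% = reference inhibitor wells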
PfHsp90 set2: inhibits growth of yeast expressing Plasmodium falciparum Hsp90; 310,000 tested, 0.32% active; inhibition, % at 9.4 µM; AID 504621; S. cerevisiae expressing PfHsp90, BacTiter-Glo ATP, 48 h; yeast lacking PDR1 and PDR3 efflux regulators;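 active = every replicate shows inhibition above about 80%, whatever the replicate mean, limit read from the data; inconclusive = mean inhibition reaches the set limit but some replicate falls short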;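 also: 0% = DMSO neutral controls and 100% = 20 µM radicicol positive controls; yeast relying on Plasmodium falciparum Hsp90 in place of its own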
The depositor's hits bear a star; i = inactive; ? = inconclusive; / = not tested or not shown; & = joins results of further samples.

SMILES | SR-BI uptake up | NSD2 inh | SR-BI DiI inh | CAL PDZ FP-1 | MITF act | CAL PDZ FP-2 | dFosB activator | Rtt109 Vps75 | PvdQ acylase | PfHsp90 set2
Cc1cc(N2C(=O)C3CCCN3C2c2cccc(Cl)c2)no1 (centres undefined) | 10 | 3 | -10 | -1 | / | 1.3 | -1 | -9 | 2 | /
CCOP(=O)(OCC)/C(C#N)=C/c1ccc(Br)cc1 | -10 | 1 | 10 | -4 | 7 | 0.9 | -7 | -17 | -10 | 7
COc1ccc2c(c1OC)C(=O)O[C@@H]2[C@H]1c2cc3c(cc2CCN1C)OCO3 | 7 | / | -7 | -1 | 18 | 0.0 | 1 | 7 | 5 | 9
Cc1ccc(-c2nc3ccccc3c(=O)n2-c2ccc(Br)cn2)cc1 | -18 | 2 | 18 | 1 | 2 | 0.0 | -3 | 0 | -8 | -1
CCn1cc(C(=O)N2CCOCC2)c2ccccc21 | 13 | -3 | -13 | 1 | -2 | -0.4 | -6 | -11 | -10 | -49
O=C(Cc1cc(=O)oc2cc(O)ccc12)NN=Cc1ccc(N(CCCl)CCCl)cc1 | -2 | -1 | 2 | -1 | -6 | -0.6 | -4 | 8 | 1 | 1
NP(=O)(OCCCc1ccccc1)Oc1ccccc1Cl (centres undefined) | 38 | / | -38 | -3 | 25 | 0.4 | 5 | 6 | 15 | 37
Nc1ccc(C2(c3ccc(N)cc3)CCCCC2)cc1 | 9 | 0 | -9 | 0 | 2 | -0.2 | -2 | -3 | -7 | /
CC(C)CC(=O)Nc1ccc(S(=O)(=O)N2CC3CC(C2)c2cccc(=O)n2C3)cc1 (centres undefined) | 19 | -2 | -19 | -3 | 3 | -0.6 | -2 | -6 | -10 | -50
CCOC(=O)C(O)(c1ccc(NC(=S)NC(=O)c2ccc(Cl)cc2Cl)cc1)C(F)(F)F (centres undefined) | -16 | 0 | 16 | -2 | -8 | -0.8 | 2 | -7 | 2 | 3
CCCC(C)C1(CC)C(=O)NC(=Nc2ccc(OC)cc2)NC1=O (centres undefined) | 8 | / | -8 | -2 | 3 | -0.7 | -1 | / | 3 | -3
COc1cc(CN2CC3CC(C2)c2cccc(=O)n2C3)cc(OC)c1OC (centres undefined) | 18 | 1 | -18 | -6 | 3 | -2.3 | 1 | 4 | -4 | -15
C=CCOC(=O)C1=C(C)OC(N)=C(C#N)[C@@]12C(=O)N(CC(N)=O)c1ccccc12 | 13 | -1 | -13 | -7 | -10 | / | -2 | 6 | -17 | -39
NNCc1cccc(O)c1 | -6 | / | 6 | -3 | 32 | 0.2 | 2 | -3 | 2 | 15
CCSc1nnc(C(N)Cc2ccccc2)o1 (centres undefined) | / | -4 | 7 | 0 | 13 | -1.1 | 0 | 12 | 7 | -20
C=CCn1c(O)c(C(C)=Nc2cc(OC)ccc2OC)c(=O)[nH]c1=O | -20 | -2 | 20 | -4 | 16 | 0.1 | -7 | -5 | -12 | 9
Oc1ccc2c3c1OC1[C@H](O)CC[C@@]4(O)[C@@H](C2)N(CC2CC2)CC[C@]314 (some centres undefined) | 3&3 | / | -3&-3 | 0&-2 | -4&7 | 0.2&0.5 | -9&2 | -13&4 | -8&2 | /
CCCCn1c(=O)c(C(=O)Nc2cnccn2)c(O)c2ccccc21 | / | -1 | / | -3 | -24 | -1.2 | -13 | 0 | -6 | 15
CC12CCCCC1=NC(c1ccc(Br)cc1)N2O (centres undefined) | 13 | 0 | -13 | -2 | -10 | / | 1 | 2 | -12 | 27
CCC(=NCCO)c1c(O)n(C2CCCCC2)c(=O)[nH]c1=O | -12 | -3 | 12 | -1 | 2 | -2.2 | -2 | -3 | -16 | 25
Cc1cc(OCC(=O)N2CCC(C(N)=O)CC2)c2c3c(c(=O)oc2c1)CCCC3 | 9 | / | -9 | -4 | -2 | -1.7 | 11 | -6 | -8 | /
Cc1ccnc(-n2c(-c3ccco3)nc3ccccc3c2=O)c1 | -18 | -1 | 18 | 2 | -5 | 0.6 | -11 | 4 | -12 | 10
O=[N+]([O-])c1ccccc1CN1CC=C(c2ccc(F)cc2)CC1 | 22 | 3 | -22 | 0 | / | -1.0 | 5 | 3 | -17 | 6
O=C(CSC1c2ccccc2-c2ccccc21)N/N=C/c1ccccc1 | -17 | 0 | 17 | -2 | 0 | -1.9 | -7 | / | -5 | 16
CCCCCCn1c(O)c(C=NCCN2CCCCC2)c(=O)[nH]c1=O | 5 | -2 | -5 | 0 | 0 | -0.5 | -6 | 0 | -1 | 16

Reformatted with tabs: 4 of the compounds above
structure	SR-BI uptake up	NSD2 inh	SR-BI DiI inh	CAL PDZ FP-1	MITF act	CAL PDZ FP-2	dFosB activator	Rtt109 Vps75	PvdQ acylase	PfHsp90 set2
CC12CCCCC1=NC(c1ccc(Br)cc1)N2O (centres undefined)	13	0	-13	-2	-10	/	1	2	-12	27
CCC(=NCCO)c1c(O)n(C2CCCCC2)c(=O)[nH]c1=O	-12	-3	12	-1	2	-2.2	-2	-3	-16	25
Cc1cc(OCC(=O)N2CCC(C(N)=O)CC2)c2c3c(c(=O)oc2c1)CCCC3	9	/	-9	-4	-2	-1.7	11	-6	-8	/
Cc1ccnc(-n2c(-c3ccco3)nc3ccccc3c2=O)c1	-18	-1	18	2	-5	0.6	-11	4	-12	10

Going on with the list.
SMILES | SR-BI uptake up | NSD2 inh | SR-BI DiI inh | CAL PDZ FP-1 | MITF act | CAL PDZ FP-2 | dFosB activator | Rtt109 Vps75 | PvdQ acylase | PfHsp90 set2
OC1(c2ccc(F)cc2)CC2CCC(C1)N2Cc1nnnn1C1CCCC1 (centres undefined) | -12 | / | 12 | 1 | -4 | -0.8 | -3 | 0 | -5 | /
CN(C)c1nc(-c2ccccc2)[n+](C)s1 | -65 | -1 | 65 | / | 0 | 0.2 | -6 | -20 | -7 | 7
CN(C(=O)Oc1ccc([N+](=O)[O-])cc1)c1ccccc1 | -6 | -1 | 6 | -3 | 16 | -0.8 | -5 | -10 | 1 | 11
c1ccc(CCCN2CCN(CCOC(c3ccccc3)c3ccccc3)CC2)cc1 | 2 | / | -2 | 1 | 18 | -0.7 | 2 | -8 | -9 | 2
N#CC1C(C#N)C2CCC1C1C2N1c1ccccc1 (centres undefined) | 24 | 0 | -24 | 12 | -7 | 0.6 | 0 | -3 | ? | 1
O=[N+]([O-])c1ccccc1CNCCc1c[nH]c2ccccc12 | -15 | 12 | 15 | 4 | -13 | -0.4 | 7 | 2 | 3 | 7
COC(=O)C[C@]1(C(=O)OC)CN(C#N)N(c2ccc(Cl)cc2)C12c1ccccc1-c1ccccc12 | -42 | / | 42 | -1 | -95 | -2.7 | -11 | -7 | 1 | -10
Cc1ccc(CN2CCCC(C(=O)c3sccc3C)C2)o1 (centres undefined) | 30 | 3 | -30 | -3 | 3 | -0.7 | -7 | -3 | -6 | 8
C[C@H]1CC[C@@H]2N(C1)C[C@H]1[C@@H]3C[C@H]4[C@@H](CC(=O)[C@H]5C[C@@H](O)CC[C@@]54C)[C@@H]3CC[C@H]1[C@]2(C)O | 8 | 0 | -8 | -3 | -1 | 0.8 | 6 | -5 | -5 | -10
N/C(=N\N=C\c1ccc(O)cc1O)N[N+](=O)[O-] | 38 | -1 | -38 | -4 | 4 | -0.5 | 8 | -10 | 5 | -6
CC(C)N(CC(O)c1cccc([N+](=O)[O-])c1)C(C)C (centres undefined) | 19 | -3 | -19 | 2 | / | -3.3 | 0 | -8 | -5 | /
COCCCn1c(N)c(C(=O)OC(C)COC)c2nc3ccccc3nc21 (centres undefined) | -5 | -2 | 5 | / | -1 | 0.1 | -8 | i | -16 | -18
CC1CN1P(=O)(Oc1ccc2ccccc2c1)N1CC1C (centres undefined) | 22 | -2 | -22 | / | -3 | 0.4 | -4 | -4 | -12 | /
CC(=O)O[C@@H]1CC[C@]2(C)C3CC[C@@]4(C)C(C[C@@H](O)[C@@H]4O)C3[C@@H](OC(C)=O)C[C@H]2C1 (some centres undefined) | 27 | 2 | -27 | -4 | 4 | -4.7 | -11 | -1 | -9 | -19
CCCCn1c(=O)c(C(=O)Nc2ccccn2)c(O)c2ccccc21 | / | -2 | / | 0 | 0 | -0.5 | -23 | 6 | -11 | -18
O=C1CN=C(c2ccc(Br)cc2)c2c(sc3c2CCCC3)N1CCN1CCCCC1 | -49 | 5 | 49 | / | -1 | -3.0 | -12 | 21 | -8 | 3
COc1cccc(C(=O)C2CCCN(C3CCOCC3)C2)c1 (centres undefined) | -3 | -1 | 3 | 3 | -10 | -1.2 | 1 | -4 | -8 | -1
Oc1ccccc1/C=N/NP(=S)(c1ccccc1)c1ccccc1 | -3 | 3 | 3 | -2 | 23 | -0.6 | -4 | 2 | -2 | /
Cn1nc(-c2ccc(OCC(=O)N3CCN(Cc4ccccc4)CC3)cc2)c2ccccc2c1=O | -8 | 3 | 8 | -3 | -10 | -1.8 | -13 | 20 | 7 | 2
CNC(=S)N(C)CCc1cc2c(c(OC)c1C=C1C(=O)NC(=O)NC1=O)OCO2 | -24 | 0 | 24 | 0 | / | -1.1 | -8 | 26 | -11 | 7
O=C(Nc1ccccc1)c1cccn(Cc2ccccc2)c1=O | 1 | 7 | -1 | -3 | 14 | / | -14 | 3 | -3 | 9
CC(=NCCN1CCOCC1)c1c(O)n(-c2ccccc2C)c(=O)[nH]c1=O | 32 | -1 | -32 | / | -4 | -0.5 | 2 | -4 | -7 | /
CCN(CC)c1ccc(/C=C2/C(=O)NC(=O)N(Cc3ccco3)C2=O)cc1 | 29 | 45 | -29 | -3 | 9 | -2.7 | -11 | 13 | -9 | -14
c1ccc(CNc2c3c(nc4ccccc24)CCC3)cc1 | 1 | 23 | -1 | / | / | -1.2 | 1 | -7 | -12 | 10
O=C(NCC(c1cccnc1)N1CCN(c2ccccc2)CC1)Oc1ccccc1 (centres undefined) | 3 | 4 | -3 | -3 | 0 | -3.4 | -7 | -2 | -9 | -2
CN1C2CCC1CC(OC(=O)c1ccc(Cl)cc1)C2 (centres undefined) | 11&9 | 10 | -11&-9 | -6 | 4 | / | -2 | -2&3 | -13&-6 | 14

Only part of the results is shown, so the mix of outcomes need not match the whole.
